# MsrA inh: inhibits bovine methionine sulfoxide reductase A; inhibition, % at 15.5 µM; purified bovine MsrA, absorbance read-out; 360,000 compounds, 0.75% hits; AID 651718; in the data active = inhibition above about 4.5%;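 also: 0% = vehicle wells with enzyme and 100% = reference inhibitor wells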
# MLLE-PAM2 inh: inhibitors of microRNA-mediated deadenylation, human PABP1 MLLE binding | GST-MLLE / FITC-PAM2 fluorescence polarization | 360,000 compounds, 0.36% hits | P11940 | AID 588489 | inhibition, % at 20 µM; in the data active = inhibition above about 35%, passing the limit was not always enough;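 also: plate controls were DMSO wells with GST-MLLE for no effect and wells lacking GST-MLLE protein for full effect; some results filed as inactive read as strong as hits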
# Target sequence (P11940 whole entry, looked up): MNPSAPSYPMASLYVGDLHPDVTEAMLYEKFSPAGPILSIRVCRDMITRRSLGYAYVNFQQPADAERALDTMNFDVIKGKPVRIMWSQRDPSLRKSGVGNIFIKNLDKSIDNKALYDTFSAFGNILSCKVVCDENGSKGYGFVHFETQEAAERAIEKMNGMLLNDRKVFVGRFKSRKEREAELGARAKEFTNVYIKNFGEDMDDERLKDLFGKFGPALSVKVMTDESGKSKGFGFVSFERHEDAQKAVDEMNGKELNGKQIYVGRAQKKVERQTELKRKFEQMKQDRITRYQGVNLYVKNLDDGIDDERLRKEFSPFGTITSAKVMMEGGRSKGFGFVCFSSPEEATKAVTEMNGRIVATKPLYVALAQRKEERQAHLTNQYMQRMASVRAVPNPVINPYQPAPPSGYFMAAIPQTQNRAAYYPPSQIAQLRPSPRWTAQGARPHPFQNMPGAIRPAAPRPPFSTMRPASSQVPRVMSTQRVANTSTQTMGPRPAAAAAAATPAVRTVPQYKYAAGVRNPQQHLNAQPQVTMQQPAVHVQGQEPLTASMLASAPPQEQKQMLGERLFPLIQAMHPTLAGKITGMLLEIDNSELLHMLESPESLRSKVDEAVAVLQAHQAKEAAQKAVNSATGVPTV
# Neddyl block: cullin neddylation inhibition. P61081+Q13564. 360,000 compounds, 0.58% hits. AID 651699. TR-FRET cullin neddylation, biochemical. calls only at 25 µM; in the data active = inhibition above about 36%
# CSN deneddyl inh: blocks human CSN-mediated cullin deneddylation | 360,000 compounds, 0.38% hits | Q92905 | Purified CSN, SCF-Nedd8-OG deneddylation, fluorescence polarization | inhibition, % at 12.5 µM | AID 651999;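 active = pattern-corrected inhibition above about 35%, with an unprinted fluorescence ratio check between 0.5 and 1.5, limit read from the data, passing the limit was not always enough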;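 also: 0% = enzyme with substrate and 100% = substrate without enzyme; some results filed as inactive read as strong as hits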
# Target sequence (Q92905 whole entry, looked up, one chain of several): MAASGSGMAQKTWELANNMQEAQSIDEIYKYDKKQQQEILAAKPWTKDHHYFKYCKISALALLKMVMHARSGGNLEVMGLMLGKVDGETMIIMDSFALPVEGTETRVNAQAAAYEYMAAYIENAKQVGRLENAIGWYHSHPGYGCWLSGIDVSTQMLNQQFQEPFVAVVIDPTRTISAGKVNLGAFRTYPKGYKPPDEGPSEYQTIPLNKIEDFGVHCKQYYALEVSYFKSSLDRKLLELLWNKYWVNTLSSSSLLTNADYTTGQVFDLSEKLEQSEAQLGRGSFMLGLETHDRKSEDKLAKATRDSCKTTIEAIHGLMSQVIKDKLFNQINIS
#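 Test system: purified human Csn5 enzyme expressed in HEK293T cells. Amount: 0.24 nM enzyme. Reagent: SCFSkp2-Nedd8OG substrate at 10 nM final. Schedule: 90 min incubation of compound, enzyme and substrate at room temperature. Detection: fluorescence polarization. Read-out: % inhibition of substrate cleavage by Csn5.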
# FAS-TE inh: blocks the thioesterase domain of human fatty acid synthase; inhibition, % at 15 µM; recombinant FAS-TE, OMFH fluorogenic substrate, fluorescence endpoint; P49327; 360,000 compounds, 0.67% hits;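 active = compounds whose normalised, plate-corrected inhibition of enzyme fluorescence in the single-dose primary screen is 50% or more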;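 also: 0% = DMSO with enzyme and 100% = substrate without enzyme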
# MsrA act: activators of bovine methionine sulfoxide reductase A; purified bovine MsrA, absorbance read-out; activation, % at 10.6 µM; 360,000 compounds, 0.3% hits; AID 602163; in the data active = activation above about 7.5%;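 also: 0% = vehicle and 100% = reference activator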
# eLon inh: inhibits E. coli Lon protease; inhibition, % at 7.94 µM; 360,000 compounds, 0.42% hits; P0A9M0; purified E. coli Lon protease, fluorescence polarization; AID 602123; in the data active = inhibition above about 13%, passing the limit was not always enough;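 also: 0% = enzyme with probe and DMSO and 100% = no enzyme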
# Rin1 Abl inh: inhibitors of human Rin1-Abl protein interaction; P00519+Q13671; TR-FRET Rin1/Abl binding, biochemical; inhibition, % at 7.35 µM; 360,000 compounds, 0.4% hits; AID 588664; in the data active = inhibition above about 5%, passing the limit was not always enough
# Tb MetRS inh: Trypanosoma brucei MetRS inhibition; inhibition, % at 11.9 µM; 360,000 compounds, 0.4% hits; AID 624268; purified T. brucei MetRS, ATP depletion, Kinase-Glo luminescence;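 active = inhibition above a per-plate cutoff of the control wells' mean inhibition plus 3 SD, cut at about 5.5% in these data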;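 also: 0% = DMSO wells median and 100% = median of wells with control inhibitor compound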
#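 Test system: purified T. brucei MetRS enzyme. Also added: ATP, methionine and E. coli bulk tRNA substrates. Compound: 11.9 µM single point. Schedule: 15 min enzyme-compound preincubation, 2 h reaction, 10 min detection, 25 °C. Signal: luciferase luminescence of residual ATP, Kinase-Glo. Evaluation: percent inhibition versus plate control medians. Controls: DMSO wells, low control.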
# The depositor's hits bear a star; i = inactive; . = not tested or not shown; + = active, no number.
item	SMILES	MsrA inh	MLLE-PAM2 inh	Neddyl block	CSN deneddyl inh	FAS-TE inh
1	COc1ccc(S(=O)(=O)N2N=C(c3ccc(NS(C)(=O)=O)cc3)CC2c2ccco2)cc1 (centres undefined)	1.0	-44	i	-1	9
2	N#Cc1ccccc1S(=O)(=O)N1CCN(C(=O)c2ccc(-n3cncn3)c([N+](=O)[O-])c2)CC1	-0.4	-10	i	-1	-5
3	O=C(CCNC(=O)c1ccccc1Cl)Nc1cccc(S(=O)(=O)N2CCOCC2)c1	-0.3	3	i	3	-6
4	COc1ccc(CNC(=O)Cn2cc(C)c(=O)[nH]c2=O)cc1	0.2	-1	i	-1	-8
5	CN(CCc1ccccc1)C(=O)c1ccc(NC(=O)Cc2cccc([N+](=O)[O-])c2)cc1	0.3	2	i	-1	12
6	Cc1ccc(/C=N/NC(=O)C(NC(=O)c2ccccc2)c2n[nH]c(=O)c3ccccc23)cc1 (centres undefined)	-0.9	3	i	2	13
7	CCCCN1C(=O)c2ccc(C(=O)Nc3ccc(S(=O)(=O)N(C)C)cc3)cc2C1=O	-1.1	-9	i	-1	-142
8	CS(=O)(=O)N1CCN(c2ccc(NC(=O)COc3ccccc3[N+](=O)[O-])cc2)CC1	0.8	1	i	0	-2
9	COC(=O)[C@@]12C[C@@H](CC(=O)N3CCN(C(=O)c4ccco4)CC3)C(=O)N(Cc3ccc4c(c3)OCO4)C1=CCC(C)(C)C2	-1.1	.	i	-3	.
10	CCc1nn(CC(=O)NCCCc2ccccc2)c(=O)c2cc3cc(F)ccc3n12	.	10	i	3	-3
11	CCOC(=O)CC[C@H](NC(=O)Cn1cnc2c(OCc3ccccc3)ncnc21)C(=O)OCC	0.3	2	i	0	-15
12	Cc1cnc(C(=O)Nc2ccc(C)c(S(=O)(=O)N3CCCCC3)c2)cn1	0.2	5	i	-1	-4

item	MsrA act	eLon inh	Rin1 Abl inh	Tb MetRS inh
1	-3	-3	0	2.5
2	-2	-3	3	0.5
3	-7	-5	3	0.3
4	-3	2	-5	-0.7
5	-4	8	-2	-0.1
6	2	-3	1	0.3
7	-1	2	0	0.0
8	-4	7	3	-0.3
9	.	.	.	-0.1
10	-3	-2	0	0.5
11	-3	-8	-4	-0.3
12	2	-12	1	-0.3

# Later entries:
item	SMILES	MsrA inh	MLLE-PAM2 inh	Neddyl block	CSN deneddyl inh	FAS-TE inh
13	O=C(Nc1nnc(C2CCCCC2)s1)c1ccco1	1.5	-7	i	-3	0
14	COc1cc2nc(N(CCCN(C)C)C(=O)c3ccc(C(=O)c4ccccc4)cc3)sc2cc1OC	0.6	12	i	1	0
15	CCOc1c(O)ccc(C2NC(=O)NC(C)=C2C(=O)OC)c1[N+](=O)[O-] (centres undefined)	-0.6	-10	i	-9	-4
16	CCOC(=O)c1cc2occc2n1Cc1ccc(F)cc1	-1.2	2	i	6	24
17	CCC(C)Sc1nnc(NS(=O)(=O)Cc2ccccc2)s1 (centres undefined)	0.8	-16	i	-2	-3
18	C[C@@H]1CN([C@H](C)CO)C(=O)CCCn2cc(nn2)CO[C@H]1CN(C)S(=O)(=O)c1ccc(-c2ccccc2)cc1	-0.3	-4	i	0	-9
19	O=C(O)c1nn(-c2ccc(Cl)cc2)ccc1=O	-0.5	-3	i	-7	-2
20	COC(=O)c1ccc2c(=O)n(-c3ccccc3)c(=S)[nH]c2c1	0.6	23	i	0	-3
21	NC(=O)c1ccccc1NC(=O)Nc1cccc(Cl)c1	0.7	2	i	12	-4
22	COc1cc2ncnc(NCc3ccc(C)cc3)c2cc1OC	0.8	-2	i	-6	-4
23	COc1ccc(NC(=O)NCCCN2CCCC2=O)cc1	0.2	12	i	-3	-6
24	C=CCc1cccc(CNc2c(C)n(C)n(-c3ccccc3)c2=O)c1O	-0.4	1	i	1	1

item	MsrA act	eLon inh	Rin1 Abl inh	Tb MetRS inh
13	0	10	-3	-1.7
14	-3	5	-1	0.2
15	-1	1	3	-0.2
16	-3	-8	2	0.2
17	-3	6	-1	-1.7
18	-2	-3	0	-0.6
19	-6	1	-3	-0.5
20	-6	-7	2	-0.8
21	-1	-6	0	-0.1
22	-3	3	-3	-0.4
23	-6	-9	0	1.8
24	-7	7	0	-0.5

# Further records.
item	SMILES	MsrA inh	MLLE-PAM2 inh	Neddyl block	CSN deneddyl inh	FAS-TE inh
25	Cc1ccc(S(=O)(=O)n2nc(OC(=O)C(C)(C)C)cc2N)cc1	-0.8	4	i	0	4
26	Cc1cccc(NC(=O)CSCc2nc3c(nnn3Cc3ccc(F)cc3)c(=O)[nH]2)c1C	0.8	-10	i	0	-2
27	CCN(CC(=O)NCc1cccs1)C(=O)/C=C/c1ccc(OC)cc1OC	2.4	9	i	-3	-2
28	CN1C(=O)c2cccc3c(S(=O)(=O)N(C)C)ccc1c23	1.6	8	.	2	-2
29	O=C(Nc1ccc(N2CCOCC2)nc1N1CCOCC1)c1cccc(C(F)(F)F)c1	1.2	16	i	2	-2
30	O=C1OCC/C1=C1/NCCNC1=O	-0.4	5	i	1	-8
31	Cc1ccc(S(=O)(=O)N(CC(=O)NN=C2CCN(C)CC2)c2ccc(C(C)C)cc2)cc1	-2.0	9	i	-4	-10
32	CN1C(=O)NC(NC(=O)c2cccs2)(C(F)(F)F)C1=O (centres undefined)	-0.4	8	i	1	-9
33	COc1cccc(-n2c(O)c(C=NCc3ccccn3)c3ccccc3c2=O)c1	4.3	-8	i	-2	-1
34	CSc1ccc2nnc(-c3cccc(F)c3)n2n1	0.1	-11	i	-1	-1
35	COCCNC(=O)CN(C(=O)CCC(=O)Nc1ccccn1)c1ccccc1OC	1.1	4	i	0	-2
36	Cc1n[nH]c(C)c1CCCCOc1ccccc1F	-0.3	-3	i	-3	-7

item	MsrA act	eLon inh	Rin1 Abl inh	Tb MetRS inh
25	20*	0	1	-0.1
26	-2	-2	0	-0.7
27	-3	1	2	-0.2
28	-2	0	-3	-0.1
29	-4	4	-4	-0.3
30	-1	0	0	0.0
31	-3	4	0	0.9
32	-2	-3	-6	-0.3
33	2	0	-1	-0.4
34	-3	0	-1	-0.6
35	0	8	1	-0.8
36	-6	8	0	-0.9

# Random excerpt: 2 records from the list
item	SMILES	MsrA inh	MLLE-PAM2 inh	Neddyl block	CSN deneddyl inh	FAS-TE inh
14	COc1cc2nc(N(CCCN(C)C)C(=O)c3ccc(C(=O)c4ccccc4)cc3)sc2cc1OC	0.6	12	i	1	0
31	Cc1ccc(S(=O)(=O)N(CC(=O)NN=C2CCN(C)CC2)c2ccc(C(C)C)cc2)cc1	-2.0	9	i	-4	-10

item	MsrA act	eLon inh	Rin1 Abl inh	Tb MetRS inh
14	-3	5	-1	0.2
31	-3	4	0	0.9

# (cont.)
item	SMILES	MsrA inh	MLLE-PAM2 inh	Neddyl block	CSN deneddyl inh	FAS-TE inh
37	CC1CN(/C=C/C=O)C(C)CC1OC(=O)c1ccccc1 (centres undefined)	2.3	-3	i	0	-7
38	O=C(CCc1nnc(-c2ccsc2)o1)NCc1ccccc1OC(F)(F)F	-0.1	-2	i	-6	-4
39	COc1cccc(C(=O)OCCN2CCCCC2)c1	0.2	1	i	-6	-5
40	Cn1c(=O)c(=O)n(C)c2cc(N3CCOCC3)c(NS(=O)(=O)c3ccc(Br)cc3)cc21	0.2	15	i	0	-11
41	COc1cccc(CNC(=O)C2CCC(=O)N(C3CC3)C2)c1OC (centres undefined)	1.1	-4	i	1	-8
42	N/C(=N\NC(=O)c1ccc(Cl)cc1)c1cnccn1	2.5	-5	i	-1	-12
43	COc1ccccc1NC(=O)CSc1nc2sc(C)c(C)c2c(=O)n1Cc1ccco1	-0.1	-4	i	-4	-6
44	O=C(N=C1SC2CS(=O)(=O)CC2N1CCc1ccccc1)C1CCCCC1 (centres undefined)	0.8	1	i	4	2
45	CN(C(=O)c1ccco1)c1nc(-c2ccccc2)cs1	-1.3	9	i	3	13
46	O=C(CSc1nnc2ccccn12)NCc1ccc2c(c1)OCO2	0.6	6	i	-1	-15
47	O=C(CCNS(=O)(=O)c1ccccc1)Nc1ccccc1	-1.2	9	i	5	-4
48	COc1ccc([C@H]2CC(=O)C=C(c3cccc(Cl)c3)C2)cc1	0.7	-4	i	3	37

item	MsrA act	eLon inh	Rin1 Abl inh	Tb MetRS inh
37	-1	-5	3	-0.4
38	-3	-2	2	-0.9
39	-3	2	3	-0.3
40	-3	-10	-3	-0.2
41	-1	-4	-4	-0.3
42	-1	1	0	0.0
43	-5	-12	-5	-0.6
44	-5	4	6	-0.5
45	-2	-7	-1	0.8
46	-3	-9	-1	0.2
47	-1	2	0	0.1
48	-2	0	1	0.4

# (next part)
item	SMILES	MsrA inh	MLLE-PAM2 inh	Neddyl block	CSN deneddyl inh	FAS-TE inh
49	O=C(NCCN1CCOCC1)c1cccc(S(=O)(=O)N2CCCC2)c1	-0.1	2	i	1	-3
50	O=C(Nc1nncs1)c1cc(S(=O)(=O)N2CCOCC2)ccc1Cl	0.2	-1	i	1	-4
51	CC(=O)Nc1ccc(S(=O)(=O)N2CCN(c3cnn(C)c(=O)c3Cl)CC2)cc1	2.1	25	i	-9	-1
52	S=C(NCc1ccccc1)NCc1ccccc1	-1.2	-64	i	-3	-1
53	CCOc1ncccc1C(=O)OCC(=O)c1c(N)n(C)c(=O)n(C)c1=O	1.3	-10	i	-2	-8
54	Cc1c(Cl)cc(C(C)C)c(O)c1CN1CCOCC1	0.2	14	i	-4	13
55	COc1cc(-c2nnc(CSc3nnc(Nc4ccc(C(C)C)cc4)s3)o2)cc(OC)c1OC	0.7	-103	+	1	33
56	CCC(C)c1ccc(NC(=O)C2CCCN(c3ncccn3)C2)cc1 (centres undefined)	2.5	11	i	3	16
57	O=C(NCCc1ccccc1)C1CCN(S(=O)(=O)c2cccnc2)CC1	0.0	5	i	-4	-2
58	Clc1ccc(-c2nc3ccccn3c2CN2CCOCC2)cc1	0.2	0	i	3	-5
59	CCOC(=O)C[C@@H]1OC2CCCCC2N1S(=O)(=O)c1ccc(C)cc1 (some centres undefined)	0.1	.	i	1	.
60	CC(=O)Nc1ccc(NC(C)=O)c(NC2OCC(O)C(O)C2O)c1 (centres undefined)	0.5	9	i	4	-4
61	COC(=O)c1ccc(COc2ccc(/C=N/Nc3cccc(C(=O)O)c3)cc2)cc1	1.7	6	i	10	7
62	Nc1c2c(nc3ccc(Br)cc13)N(Cc1ccccc1)CC2	2.1	-23	i	10	5

item	MsrA act	eLon inh	Rin1 Abl inh	Tb MetRS inh
49	-5	8	0	0.0
50	-1	-9	2	-0.1
51	-1	7	1	0.0
52	-1	-13	2	1.0
53	-11	5	1	-2.1
54	-9	-8	3	0.2
55	0	-1	1	0.1
56	1	-6	-2	-0.6
57	0	-2	2	0.2
58	-8	-2	0	-1.7
59	.	.	.	-0.5
60	-2	11	1	-0.2
61	-4	-9	3	0.3
62	-2	-5	-5	0.4

# Full records from above. Order of screens: MsrA inh	MLLE-PAM2 inh	Neddyl block	CSN deneddyl inh	FAS-TE inh	MsrA act	eLon inh	Rin1 Abl inh	Tb MetRS inh
# O=C(NCCc1ccccc1)C1CCN(S(=O)(=O)c2cccnc2)CC1 as listed: 0.0	5	i	-4	-2	0	-2	2	0.2
# CC(=O)Nc1ccc(NC(C)=O)c(NC2OCC(O)C(O)C2O)c1 (centres undefined) as listed: 0.5	9	i	4	-4	-2	11	1	-0.2
# CCOc1ncccc1C(=O)OCC(=O)c1c(N)n(C)c(=O)n(C)c1=O as listed: 1.3	-10	i	-2	-8	-11	5	1	-2.1

# Source: PubChem BioAssay (several laboratories)
